RTF Ca sens inh – cardiac RTF calcium desensitization; IANBD-labeled cardiac RTF, Ca2+ fluorescence; inhibition, % at 7.15 µM; hit rate 0.12% among 340,000;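 active = inhibition above the mean inhibition of all tested compounds plus 3 SD, cut at about 17% in these data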;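 note: assay run at fixed EC70 calcium of 1.6 mM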
MOR-DOR inv ag – mu-delta opioid heterodimer inverse agonism. hit rate 0.21% among 340,000. cell-based MOR-DOR heterodimer luminescence. P35372+P41143. inhibition, % at 9.3 µM; in the data active = inhibition above about 22%, passing the limit was not always enough;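 note: 0% = cells with DMSO and 100% = wells without cells with DMSO; values of inactives mirror those of a sister screen read the other way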
OPRM1-OPRD1 ag – agonists of human mu-delta opioid receptor heterodimerization | cells, OPRM1-OPRD1 heterodimerization, luminescence | hit rate 0.3% among 340,000 | P35372+P41143 | activation, % at 9.3 µM; in the data active = activation above about 18%;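 note: 0% = vehicle-treated cells and 100% = reference agonist; values of inactives mirror those of a sister screen read the other way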
V-ATPase pH – yeast V-ATPase proton transport regulation by pHLuorin | S. cerevisiae, pHLuorin cytosolic pH fluorescence | response, % at 10 µM | hit rate 0.37% among 350,000 | AID 504577; in the data active = response mostly above about 7.3%, no sharp cut-off; inactive = mostly below about 5.4%; note: actives read high; inactives centre near 0; some compounds called inactive have numbers as strong as hits; reference of the scale not given here
CAL PDZ FP – inhibitors of human CAL PDZ peptide binding | purified CAL PDZ, TMR-peptide fluorescence polarization, 1 h | inhibition, % at 24.9 µM | hit rate 0.92% among 300,000 | AID 602252;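 active = mean inhibition of at least 30% with at least half of replicates also reaching 30%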;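 note: 0% = DMSO neutral control and 100% = excess unlabeled competitor peptide PRC23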
C-LANA FP – KSHV C-LANA DNA binding inhibition | MBP-C-LANA/FAM-LBS DNA binding, fluorescence polarization | AID 504423 | inhibition, % at 9 µM | hit rate 0.078% among 340,000;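 active = highest replicate inhibition at or above 60% at 9 µM, even if other replicates fall short; inactive = all replicates below 60% inhibition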;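 note: 0% = neutral control wells and 100% = 4 µM acridine orange control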
HTR5A inv ag – counter-screen for OPRM1-OPRD1 inverse agonists: human HTR5A inverse agonism; P47898; HTR5A cell line, luminescence; inhibition, % at 9.3 µM; hit rate 0.083% among 340,000; in the data active = inhibition mostly above about 23%, no sharp cut-off; inactive = mostly below about 18%;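 note: 0% = cells with DMSO and 100% = no-cell wells with DMSO; some compounds called inactive have numbers as strong as hits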
cardiac RTF act – cardiac RTF calcium sensitization; hit rate 0.24% among 340,000; IANBD-labeled TnC RTF fluorescence at EC20 calcium; 0% EC20 calcium, 100% full calcium; activation, % at 7.2 µM; P19429+P45379;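 active = activation above the mean over all tested compounds plus 3 SD, cut at about 30% in these data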;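 note: rise in fluorescence read as greater calcium sensitivity of cardiac thin filaments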
Keap1-Nrf2 PPI – inhibitors of human Keap1-Nrf2 protein-protein interaction. AID 504523. Q14145. Keap1 Kelch-Nrf2 peptide fluorescence polarization, 1536-well. hit rate 0.15% among 340,000. inhibition, % at 9.4 µM; in the data active = inhibition above about 12%;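 note: human Keap1 Kelch domain with fluorescein labeled Nrf2 9mer peptide probe; 0% = neutral control wells and 100% = peptide positive control; higher means more block of Keap1 binding to Nrf2 peptide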
Target sequence (Q14145 whole entry, looked up, the tested form may be a part): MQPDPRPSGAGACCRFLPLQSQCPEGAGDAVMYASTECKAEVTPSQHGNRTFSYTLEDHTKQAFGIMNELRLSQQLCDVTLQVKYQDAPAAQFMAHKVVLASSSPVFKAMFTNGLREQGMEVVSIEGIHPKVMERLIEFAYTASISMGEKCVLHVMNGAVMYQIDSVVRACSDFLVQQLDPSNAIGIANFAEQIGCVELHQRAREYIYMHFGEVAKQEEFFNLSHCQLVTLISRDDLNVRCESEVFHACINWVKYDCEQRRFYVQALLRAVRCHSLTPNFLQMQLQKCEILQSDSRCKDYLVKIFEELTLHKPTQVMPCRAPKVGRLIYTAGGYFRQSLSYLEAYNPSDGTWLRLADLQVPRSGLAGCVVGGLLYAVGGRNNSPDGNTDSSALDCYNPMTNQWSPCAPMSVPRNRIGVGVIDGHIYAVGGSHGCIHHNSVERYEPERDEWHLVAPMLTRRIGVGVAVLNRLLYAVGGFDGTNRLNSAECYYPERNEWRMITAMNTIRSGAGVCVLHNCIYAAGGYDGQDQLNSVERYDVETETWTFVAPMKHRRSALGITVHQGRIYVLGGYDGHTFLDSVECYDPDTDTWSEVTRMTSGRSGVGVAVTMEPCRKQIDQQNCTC
HTR5A ag – activates human HTR5A in OPRM1-OPRD1 agonist counter-screen; P47898; HTR5A agonist assay, luminescence, cell-based; activation, % at 9.3 µM; hit rate 0.61% among 340,000; AID 504692; in the data active = activation mostly above about 9.5%, no sharp cut-off; inactive = mostly below about 7.6%;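 note: 0% = cells with vehicle only and 100% = reference agonist; strong numbers were not always called active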
Starred values were filed as active, the others as inactive; . = not tested or not shown. An excerpt (hit frequency here may not be typical).

Preview (five entries):
Results follow in this order: RTF Ca sens inh	MOR-DOR inv ag	OPRM1-OPRD1 ag	V-ATPase pH	CAL PDZ FP	C-LANA FP	HTR5A inv ag	cardiac RTF act	Keap1-Nrf2 PPI	HTR5A ag
1) COc1cccc(N2CCN(Cc3cccc(Cl)c3)CC2)c1
→ 0	-4	0.8	1	.	1.1	6	8	1	-2
2) O=P(Nc1ccccc1)(Nc1ccccc1)Oc1cccc(Cl)c1
→ -3	-19	3.3	4	-4	0.7	-20	2	1	0
3) Cn1cc(C(=O)Cc2ccccc2)c2ccccc21
→ 4	3	-0.6	3	1	0.1	-16	-1	-6	1
4) CCCCn1c(O)c(/C=N/N2CCOCC2)c(=O)[nH]c1=S
→ 6	9	-1.8	-1	-3	-0.7	2	3	1	1
5) CCN1c2nc3ccccn3c(=O)c2CC2(C(=O)N(C)C(=O)N(C)C2=O)C1C (stereo not given)
→ -4	9	-2.0	-2	-1	-0.1	-10	2	-1	4

The list itself (from the top)
Results follow in this order: RTF Ca sens inh	MOR-DOR inv ag	OPRM1-OPRD1 ag	V-ATPase pH	CAL PDZ FP	C-LANA FP	HTR5A inv ag	cardiac RTF act	Keap1-Nrf2 PPI	HTR5A ag
1) COc1cccc(N2CCN(Cc3cccc(Cl)c3)CC2)c1
→ 0	-4	0.8	1	.	1.1	6	8	1	-2
2) O=P(Nc1ccccc1)(Nc1ccccc1)Oc1cccc(Cl)c1
→ -3	-19	3.3	4	-4	0.7	-20	2	1	0
3) Cn1cc(C(=O)Cc2ccccc2)c2ccccc21
→ 4	3	-0.6	3	1	0.1	-16	-1	-6	1
4) CCCCn1c(O)c(/C=N/N2CCOCC2)c(=O)[nH]c1=S
→ 6	9	-1.8	-1	-3	-0.7	2	3	1	1
5) CCN1c2nc3ccccn3c(=O)c2CC2(C(=O)N(C)C(=O)N(C)C2=O)C1C (stereo not given)
→ -4	9	-2.0	-2	-1	-0.1	-10	2	-1	4
6) COc1ccc2c(c1O)-c1cccc3c1[C@@H](C2)N(C)CC3
→ 5	-13	2.3	2	-2	1.1	-7	4	-3	-1
7) CCCCC/C(=N/O)c1c(C)[nH]c2ccccc12
→ 4	-32	6.4	2	-3	0.3	-40	-1	-2	15*
8) NC(C(=O)O)c1cc(=O)[nH]o1 (stereo not given)
→ -5	-3	0.6	1	-3	3.8	-22	-4	1	6
9) O=C(COc1ccccc1F)N1CCN(CCN2C(=O)c3cccc4cccc(c34)C2=O)CC1
→ 1	-6	1.1	-1	3	-0.5	-13	-1	-7	5
10) COc1ccc(OCC#CCN2CCNCC2)cc1
→ 6	4	-0.8	3	-5	-2.8	-5	0	-1	1
11) O=C1CN=C(c2ccccc2)c2cc([N+](=O)[O-])ccc2N1
→ -4	1	-0.4	-1	-5	0.2	-18	-3	2	8
12) NCC(CC(=O)O)C1CCCCC1 (stereo not given)
→ 6	14	-2.7	2	-2	0.8	13	-3	-5	2
13) CC1Oc2cc3c(-c4c(O)cc(O)c5c(O)c6c(cc45)OC(C)C(C)C6=O)c(O)cc(O)c3c(O)c2C(=O)C1C (stereo not given)
→ -8	-44	8.7	1	8	6.4	16	3	-3	-3
14) C#CCOc1ccc2c(c1)c(C(C)=O)c(C)n2Cc1ccccc1
→ -6	2	-0.5	-2	.	1.2	-25	-2	2	11
15) Cc1ccc(Cn2ccccc2=N)cc1
→ -2	4	-0.9	2	-3	0.4	-11	0	-4	3
16) Fc1ccc2c(c1)nnn2C1CCN(Cc2ccccc2)CC1
→ -3	.	.	4	-1	2.7	.	3	-3	.
17) Cc1cc(Cl)nc(N)n1
→ -16	12	-2.3	-12	.	1.6	-12	18	4	-2
18) CC(C)NC(C)Cc1ccc(I)cc1 (stereo not given)
→ -2	12	-2.2	0	-5	-1.6	-7	2	-1	2
19) CN(C)C(=O)OCc1n(C)cc[n+]1C
→ -8	18	-2.8	1	-2	0.0	-1	-4	-3	0
20) CC(=O)N1N=C2C3CCN(CC3)C2C1c1ccccc1 (stereo not given)
→ -14	11	-2.0	3	-1	-0.3	12	3	-1	-4
21) C[C@]12CC[C@H]3[C@@H](CCC4=CC(=O)CC[C@@H]43)[C@@H]1CC[C@@H]2O
→ -4	-2	0.6	0	1	0.1	-7	-1	-3	3
22) Cc1ccc(C2=NCC(=O)N(CC(=O)N3CCCCC3)c3sc(C)c(C)c32)cc1
→ -11	11	-2.4	-2	-1	1.2	16	3	-4	-7
23) CC(C)NC(=O)Cn1cc(C(=O)c2ccccc2F)c2ccccc21
→ 6	-3	0.5	11	11	-0.6	6	7	-4	1
24) CCC1C2Cn3c(nc4ccccc43)C1N(C)O2 (stereo not given)
→ -13	2	-0.4	1	-3	-2.0	11	3	2	-4
25) NP(=O)(Oc1ccc(Cl)cc1)Oc1ccc(Cl)cc1
→ 12	-3	0.5	-2	-5	0.1	2	-1	-4	-1
26) CNc1cc(N2CCN(C)CC2)ccc1[N+](=O)[O-]
→ -12	-10	1.4	2	-2	-1.5	0	2	2	0
27) Cc1cc(C=C2C(=O)N(C)C(=S)N(C)C2=O)c(C)n1C1CCCC1
→ -13	-18	3.0	0	-4	3.1	-33	-5	-1	12
28) Cc1nc2ccccc2n1C1CCN(Cc2nnnn2CCc2ccccc2)CC1
→ -2	.	.	1	-7	1.5	.	6	0	.
29) Cc1ccc(N2C(=O)NC(=O)C3(Cc4ccccc4N4CCN(c5ccccc5)CC43)C2=O)cc1 (stereo not given)
→ -15	10	-1.9	-4	12	2.9	-5	0	-9	2
30) Cc1ccc(OCCn2cccc2/C=C2/C(=O)NC(=O)N(Cc3ccco3)C2=O)cc1
→ -4	15	-2.9	-7	0	0.3	-3	-3	-5	5
31) CN1CCN(c2ccc(N)cc2)CC1
→ -4	4	-0.8	0	2	-14	-6	2	-8	2
32) CCN(CC)c1ccc(N=Cc2c(O)[nH]c(=O)[nH]c2=O)cc1
→ -1	-4	0.8	0	-2	-0.4	-19	-4	-1	5
33) CSc1ccc(C(=O)C2CCCN(C)C2)cc1 (stereo not given)
→ -6	6	-1.2	3	.	-0.2	9	3	1	-1
34) COc1ccc(NC(=O)N2CCC3(CC2)OCCO3)c(OC)c1
→ 2	9	-1.3	-5	3	-0.5	16	-6	2	3
35) COP(=O)(OC)C(NC(=O)C(C)(C)C)=C(Cl)Cl
→ -6	3	-0.6	.	-7	2.1	-9	5	-4	-2
36) COc1cccc(C(=O)C2CN(C)CC2c2ccc(Cl)cc2)c1 (stereo not given)
→ 2	4	-0.7	-2	-3	-0.2	-9	-1	0	-3
37) CCCCP(=O)(O)CCC(=O)O
→ -1	-1	0.2	3	-2	-1.9	16	4	-6	-4
38) CN(C)C(=O)Oc1ccc2ccccc2c1Cl
→ -5	3	-0.7	0	.	-0.3	-7	2	2	0
39) O=C1/C(=C\c2cccnc2)N2CCC1CC2
→ -7	9	-1.6	-3	9	3.0	-17	6	-2	-3
40) CCN1CCC2(CC1)NC(=O)c1ccccc1O2
→ -25	3	-0.4	0	-1	-1.5	14	6	-1	-3
41) COc1ccc(CCNCc2ccsc2)cc1OC
→ -8	3	-0.6	-1	0	2.1	7	1	3	-2
42) C=CCn1c(O)c(C(CC)=NCCN2CCN(C(=S)NC)CC2)c(=O)[nH]c1=O
→ -3	9	-1.8	-1	-3	1.4	-4	0	-2	2
43) C=CCC1(CCCCC)C(=O)NC(=S)NC1=O
→ -9	14	-3.2	-1	7	0.7	-10	-3	0	3
44) COP(=S)(OC)SCN1C(=O)c2ccccc2C1=O
→ 10	4	-0.7	1	-1	1.8	-17	3	-3	5
45) O=c1[nH]c(=O)n(C2CCCCC2)c(O)c1C=Nc1ccc(N2CCOCC2)cc1
→ -7	17	-3.2	0	.	198*	-14	7	-2	0
46) c1ccc(CCNCc2ccccc2)cc1
→ -11	1	-0.2	1	-4	1.1	6	2	-1	0
47) C[N+]1(CC2COC(c3ccco3)O2)CCCCC1 (stereo not given)
→ -10	-2	0.3	0	-1	-1.6	-3	6	-8	1
48) COC(=O)C1=C(c2ccc(S(C)(=O)=O)cc2)C[C@@H]2CC[C@H]1N2C(=O)NC1CC1
→ -7	12	-2.1	0	-1	0.2	-12	-7	1	4
49) O=[N+]([O-])c1ccc(N2CCCCCC2)c2ncccc12
→ -2	-31	4.2	-1	2	-0.6	16	-3	-2	-6
50) COC(=O)C1=C(c2ccc(F)cc2OCc2ccccc2)C[C@@H]2CC[C@H]1N2C(=O)NCc1ccccc1OC
→ 3	6	-1.0	-3	-3	-2.3	10	5	-7	12
51) O=[N+]([O-])c1ccc(N2CCCC2)c(F)c1Br
→ -26	-14	2.0	0	10	-0.8	-2	0	-3	1
52) CC(C)C12CN3CCN(CC(C3)/C1=N\O)C2
→ -5	13	-2.5	-1	4	-1.9	-12	-1	1	12*
53) Clc1ccc(N2CCN(Cc3ccccc3Cl)CC2)cc1
→ -15	-16	3.4	0	-3	-0.1	-7	4	-4	4
54) O=C(O)c1cccc2c1NC(c1cccc([N+](=O)[O-])c1)C1CC(Sc3ccccc3[N+](=O)[O-])C(Cl)C21 (stereo not given)
→ -1	7	-1.2	0	4	0.6	0	1	-2	0
55) CCOC(=O)c1c(C=O)c2ccccc2n1Cc1ccccc1
→ -1	-22	4.6	-5	-5	-0.7	-21	-3	0	6
56) CN1CCC(N(C)c2nc(-c3ccc([N+](=O)[O-])cc3)nc3ccccc23)CC1
→ 5	.	.	-2	3	-7.6	.	-2	5	.
